# phage Ecoli inh: growth loss of phage-infected E. coli, primary screen, RecBCD inhibitor project, absorbance, with phage, HTS; inhibition, % at 11.9 µM; actives 0.26% (n = 360,000); in the data active = inhibition above about 11%
# Ecoli viability: E. coli V3065 growth inhibition, primary screen, counter-screen for AddAB inhibitor project, absorbance, OD600; 18 h; inhibition, % at 11.9 µM; actives 0.27% (n = 330,000); AID 449728, 2010;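 active = inhibition above the campaign's mean inhibition across all tested compounds plus 3 SD, cut at about 9.9% in these data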;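 note: uninfected addAB+ strain grown without phage in ampicillin broth; 0% = DMSO wells and 100% = ciprofloxacin 0.95 µg/ml wells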
# Tat export inh: E. coli Tat export inhibitors, primary screen, MC4100, TorA-mCherry reporter, fluorescence, single point; inhibition, % at 10 µM; actives 0.036% (n = 340,000); AID 488895, 2010;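 active = mean replicate inhibition at least 50% and at least half of replicates individually reaching 50%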;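 note: exported cargo escapes ClpAP degradation while cytoplasmic cargo is degraded and loses fluorescence; 0% = median of neutral control wells and 100% = median of NaSCN control wells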
# PKA-R2B activ: activators of PKA-R2B holoenzyme, primary screen, biochemical, fluorescence polarization, Cy5-IP20, human; cAMP-dependent protein kinase catalytic subunit beta (Homo sapiens) + cAMP-dependent …; PKA-R2B holoenzyme dissociation; R2B truncated from residue 108, S112A mutant; 0% DMSO only, 100% 113 µM cGMP; activation, % at 11.4 µM; actives 0.079% (n = 340,000);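 active = activation above a cutoff set at the mean over all compounds plus 3 SD, cut at about 18% in these data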;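 note: higher means more holoenzyme dissociation and a rise in polarization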
# Target sequence (P31323 whole entry, looked up, other chains not shown, the tested form may be a part): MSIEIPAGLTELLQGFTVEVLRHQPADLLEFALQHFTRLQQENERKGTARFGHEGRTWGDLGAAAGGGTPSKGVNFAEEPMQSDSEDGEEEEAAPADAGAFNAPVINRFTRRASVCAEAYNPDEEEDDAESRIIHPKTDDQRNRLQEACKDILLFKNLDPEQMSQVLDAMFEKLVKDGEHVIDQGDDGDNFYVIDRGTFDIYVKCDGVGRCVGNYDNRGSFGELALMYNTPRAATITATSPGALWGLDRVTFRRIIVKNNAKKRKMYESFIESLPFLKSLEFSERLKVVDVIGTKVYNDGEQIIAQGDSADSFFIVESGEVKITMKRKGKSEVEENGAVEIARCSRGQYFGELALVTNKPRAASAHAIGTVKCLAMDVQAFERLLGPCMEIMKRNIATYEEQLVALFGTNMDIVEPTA
# AddAB inh: growth inhibition of E. coli expressing H. pylori AddAB, primary screen, AddAB inhibitor project, absorbance; actives 0.29% (n = 330,000); inhibition, % at 11.9 µM; in the data active = inhibition above about 12%;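 note: 0% = vehicle wells of infected cells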
# HTR5A inv ctr: HTR5A inverse agonists in luminescence cell assay, primary screen, counter-screen for OPRM1-OPRD1 heterodimer inverse agonist project, full-deck HTS; 5-hydroxytryptamine receptor 5A (Homo sapiens), P47898; HTR5A cell line, inverse agonism; inhibition, % at 9.3 µM; actives 0.083% (n = 340,000); AID 504634, 2011; in the data active = inhibition mostly above about 23%, no sharp cut-off; inactive = mostly below about 18%;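 note: 0% = cells with DMSO and 100% = no-cell wells with DMSO; some compounds called inactive have numbers as strong as hits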
# Target sequence (P47898 whole entry, looked up): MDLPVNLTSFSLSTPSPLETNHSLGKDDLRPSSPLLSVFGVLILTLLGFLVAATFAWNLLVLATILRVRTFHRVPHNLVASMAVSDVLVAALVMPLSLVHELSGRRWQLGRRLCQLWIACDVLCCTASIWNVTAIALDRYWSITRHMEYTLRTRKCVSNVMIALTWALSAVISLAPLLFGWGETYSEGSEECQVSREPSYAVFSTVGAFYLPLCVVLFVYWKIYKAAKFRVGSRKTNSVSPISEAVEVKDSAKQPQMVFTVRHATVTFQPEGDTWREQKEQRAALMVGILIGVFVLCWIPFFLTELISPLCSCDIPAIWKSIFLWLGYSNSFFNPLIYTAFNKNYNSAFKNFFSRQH
# HTR5A ag: HTR5A agonists in luminescence cell assay, primary screen, counter-screen for OPRM1-OPRD1 heterodimer agonist project, full-deck HTS | 5-hydroxytryptamine receptor 5A (Homo sapiens), P47898 | cell-based | activation, % at 9.3 µM | actives 0.61% (n = 340,000) | AID 504692, 2011; in the data active = activation mostly above about 9.5%, no sharp cut-off; inactive = mostly below about 7.6%;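 note: 0% = cells with vehicle only and 100% = reference agonist; strong numbers were not always called active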
# Mot1-301 SUMO: yeast Mot1-301 growth rescue at high temperature, primary screen, SUMOylation pathway inhibitor project, S. cerevisiae, ATP luminescence, 38.5C; S. cerevisiae Mot1-301 growth rescue; percent above DMSO median, 100 means doubled; growth rescue, % at 18.8 µM; actives 1% (n = 320,000); AID 2716, 2010;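 active = every valid replicate shows activation above 250% relative to neutral control wells; inactive = the rest, any valid replicate at or below 250%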;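 note: OY570 slx delta 5 strain wells were the positive control but not used for scaling; some compounds called inactive have numbers as strong as hits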
# CDK5 p35 inh: inhibitors of human CDK5/p35 kinase, primary screen, biochemical, single concentration; Recombinant CDK5/p35, ADP-Glo luminescence, 60 min; inhibition, % at 10 µM; actives 0.01% (n = 330,000); AID 488839, 2010;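 active = highest replicate inhibition of at least 50% and at least 75% of replicates reaching 50%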;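 note: plate controls were DMSO neutral control for no effect and GW8510 at 10 µM for full effect; many of its hits are not listed in these tables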
# DAGLB inh: DAGLB lipase inhibitors, primary screen, biochemical, fluorescence, HTS | HEK293T DAGLB membrane lysate, EnzChek fluorogenic substrate | inhibition, % at 5.17 µM | AID 504411, 2011 | Diacylglycerol lipase-beta (Homo sapiens), Q8NCG7 | actives 0.059% (n = 340,000); in the data active = inhibition above about 34%;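 note: 0% = enzyme with vehicle and 100% = wells lacking enzyme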
# PKA-R1A activ: activators of PKA-R1A holoenzyme, primary screen, biochemical, fluorescence polarization, Cy5-IP20, bovine R1A, mouse PKAc; cAMP-dependent protein kinase type I-alpha regulatory subunit (Bos taurus) + …; PKA-R1A dissociation; scaled: DMSO 0%, 113 µM cGMP 100%; activation, % at 11.4 µM; actives 0.083% (n = 340,000); AID 504707, 2011;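 active = percent activation above the mean of all tested compounds plus 3 SD, cut at about 19% in these data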;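 note: higher means more PKAc released from R1A so a rise in polarization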
# An asterisk follows results filed as active; · = no result given; + = active, no number.
# Each structure is followed by: phage Ecoli inh	Ecoli viability	Tat export inh	PKA-R2B activ	AddAB inh	HTR5A inv ctr	HTR5A ag	Mot1-301 SUMO	CDK5 p35 inh	DAGLB inh	PKA-R1A activ
> CCOC(=O)C1CCCN(C(=O)C2CCCN(S(=O)(=O)c3ccc4c(c3)oc(=O)n4C)C2)C1 (stereo unspecified)
    1.1	2.7	2	5	0.1	-6	2	-13	0.2	3	-12
> COc1cccc(OC)c1C(=O)NCCN1CCN(C(=O)c2c(OC)cccc2OC)CC1
    1.9	0.6	-6	-4	1.4	3	-1	63	-0.1	-1	3
> CCn1cnc2c(oc3ccccc32)c1=O
    2.8	1.8	-8	-3	2.5	-3	1	13	0.5	-2	-4
> CCN(C(=O)COC(=O)CSc1ccc(F)cc1)c1c(N)n(Cc2ccccc2)c(=O)[nH]c1=O
    2.8	0.3	-1	-5	2.1	12	-5	-2	-3.9	0	-6
> N#CCCN(C(=O)COC(=O)c1cccc(S(=O)(=O)N2CCCCCC2)c1)c1ccc(F)cc1
    4.3	·	1	-9	·	10	1	·	1.8	-2	-1
> CCOC(=O)c1ccc(N=c2ssnc2Cl)cc1
    4.2	·	2	-2	·	0	0	·	0.8	2	-13
> CCc1ccc(CNc2ccc3c(c2)ncn3C(C)(C)C)cc1
    -0.6	-0.3	4	-6	-1.0	-4	1	9	1.5	2	-10
> CC(C)Nc1ccc(C(CC(N)=O)NC(=O)Cc2cccc3ccccc23)cc1[N+](=O)[O-] (stereo unspecified)
    1.4	0.3	-7	-5	4.2	15	1	-1	-0.9	4	1
> CNc1snc(C)c1C(=O)OCC(=O)NCc1ccccc1OC
    1.4	-2.1	2	-1	1.2	11	-3	-7	1.6	-4	-7
> Cc1ccc(NC(=O)c2ncc(Cl)c(Cl)c2Cl)cc1C
    3.2	0.8	-6	12	3.2	1	0	-1	-2.6	-1	5
> CC/C(=N/NC(=O)c1ccc(Br)o1)c1ccc(Cl)cc1
    2.8	-0.4	-3	-1	-0.3	2	-1	13	-0.5	-1	-10
> CC(C)CN(C(=O)C1CC1)C1CCS(=O)(=O)C1 (stereo unspecified)
    4.3	2.1	-3	-5	0.1	1	0	-14	-0.9	2	-12
> Cc1cccnc1-n1c(CCN2C(=O)c3ccccc3C2=O)nc2ccccc2c1=O
    0.8	-3.4	-18	-8	-0.7	-9	2	-4	0.0	-1	1
> Cc1cc(C)cc(NC(=O)CSc2nnnn2-c2cccnc2)c1
    3.0	-1.3	-2	-5	0.8	-18	7	18	-0.6	1	-3
> CCOc1ccc(OCCC(=O)OCC(=O)NC2CC2)cc1
    0.5	-2.7	-4	-14	-2.9	-8	3	6	1.5	3	-1
> Cn1c(=O)oc2cc(S(=O)(=O)NCc3ccc(Cl)cc3)ccc21
    2.4	3.7	-6	-10	3.5	11	5	-9	-1.0	-1	5
> Cc1ccc(C(C)C)cc1OCC(=O)N1CCN(C(=O)c2ccco2)CC1
    1.6	0.0	1	-3	-0.5	7	14	5	-3.5	7	-5
> Cn1c(=O)c(C#N)c(-c2ccccc2)n2cnnc12
    2.4	0.2	-5	4	2.8	9	2	-26	-3.3	1	-1
> CC(=O)NCCc1ccc(C(=O)COC(=O)c2cc(C)oc2C)cc1
    2.2	-2.0	1	2	0.1	-3	1	1	-3.5	-1	0
> O=C(NCCc1ccccc1)c1cccnc1
    1.1	-2.4	-1	-8	0.5	-28	0	-4	-0.2	-1	7
> CCOC(=O)CC(NC(=O)C(CC)c1ccccc1)c1ccccc1Cl (stereo unspecified)
    2.0	0.7	2	-20	1.0	-4	2	121	1.2	-4	-4
> CCS(=O)(=O)N1CCC(C(=O)Nc2cc(Cl)ccc2O)CC1
    0.6	1.4	-9	3	0.8	-16	2	2	0.0	-1	-7
> COc1cc(C=C(C(C)=O)C(C)=O)ccc1O
    3.8	-0.1	0	-8	0.6	5	2	0	1.3	4	-11
> COc1cc(C2C(C(=O)c3ccc(C)o3)=C(O)C(=O)N2c2cc(C)on2)ccc1OCc1ccccc1 (stereo unspecified)
    0.3	0.8	-2	-10	1.0	7	5	-6	0.6	3	1
> CCOC(=O)CNC(=O)c1cc(OC)cc(OC)c1
    -0.9	0.4	4	-9	0.7	-8	3	159	-2.0	1	-16
> Cc1ccc(-c2nc(CN(C)C3CCOCC3)c(C)o2)s1
    2.7	1.9	15	-3	3.4	-13	1	11	3.3	0	-4
> COc1cc(N2C(=O)CSC23C(=O)Nc2ccccc23)cc(OC)c1OC (stereo unspecified)
    1.6	-1.0	2	-12	-0.1	7	1	-10	-0.3	-1	9
> COc1ccc(C)cc1S(=O)(=O)N(C)CC(=O)Nc1ccc2c(c1)OCCO2
    -0.6	0.4	2	-9	0.4	-9	10	-13	8.8	2	-14
> Cc1cccc(/C=N/n2c(C3CCCCC3)n[nH]c2=S)c1
    ·	-4.1	3	-16	-1.0	-10	3	18	1.8	-10	0
> CC1CN(C(=O)COC(=O)c2ccc(F)cc2Cl)CC(C)O1 (stereo unspecified)
    -0.5	1.3	-8	-1	3.2	-4	1	-13	3.3	-2	-10
> O=C(c1ccc(-c2ccccc2)cc1)N1CCC(C(=O)N2CCCC2)CC1
    -0.5	-3.4	-6	0	1.3	-31	5	69	0.1	0	-9
> O=C(CSc1nc(O)cc(=O)n1-c1ccccc1)c1ccc(Br)cc1
    1.5	-1.5	27	4	0.4	-8	1	0	0.2	9	13
> Cc1ccc(C(C)C)c(OCc2nc(-c3nonc3N)no2)c1
    3.9	1.9	0	-4	5.2	-42	16	18	0.3	-7	0
> CCC1CCCCN1Cc1ccc(N)cc1 (stereo unspecified)
    2.3	-2.2	2	4	-3.4	1	0	243	2.5	-1	5
> N#Cc1c(-c2ccncc2)c2c([nH]c1=S)CCCC2
    1.4	-0.2	-8	-1	3.5	0	0	-9	1.6	-3	-5
> CC1(C)CC(=O)C=C(NCCCNC2CCCCC2)C1
    1.4	-0.6	-1	-4	-0.5	-12	1	58	1.4	1	9
> Cc1cc(C)c(S(=O)(=O)N2CCCOC2CNC(=O)C(=O)NCc2ccncc2)c(C)c1 (stereo unspecified)
    1.3	1.9	3	-5	3.4	18	4	42	-0.8	3	2
> CN(C)c1cc(N)c2ccccc2n1 (tested in a mixture with another compound)
    2.1	0.6	-18	0	-0.3	-9	-1	-1	-0.5	0	-2
> NC(=O)CCC(=O)N1CCCC(C(=O)c2ccc(C(F)(F)F)cc2)C1 (stereo unspecified)
    0.1	0.3	-3	-10	2.2	-25	9	-9	-0.5	0	-2
> CCOC(=O)CNC(=O)C1(/C=C/c2ccccc2)CC(=O)N1c1ccc(OC)cc1 (stereo unspecified)
    0.8	-2.2	-13	8	-2.9	3	-1	2	0.1	1	-1
> Cc1cccc(Nc2c(-c3ccc(N4CCOCC4)cc3)nc3ncccn23)c1
    2.4	0.5	-1	0	1.9	9	-3	-1	-1.9	1	-2
> COc1ccccc1NC(=O)N1CCN(C(=O)Nc2ccccc2OC)CC1
    2.1	2.0	-6	0	1.6	-20	7	+	-0.4	2	2
> O=C(COC(=O)CCCNC(=O)c1ccc(Cl)cc1)Nc1cc(Cl)c(Cl)cc1Cl
    0.6	0.3	3	-16	4.1	-3	3	-5	-2.1	-1	5
> CCC(=O)Nc1nnc(S(=O)(=O)N(CC)c2ccc(OC)cc2)s1
    2.7	-0.5	1	-2	-2.9	2	-1	9	0.1	-3	7
> CS(=O)(=O)c1ccc(N2CCN(S(=O)(=O)c3cccs3)CC2)c([N+](=O)[O-])c1
    -0.4	0.3	5	-6	2.1	5	-2	13	2.8	1	-3
> O=C(Nc1cc(N2CCCCC2)ncn1)c1ccc(F)cc1
    3.9	-2.6	-5	-11	-2.4	8	-6	-2	0.4	-5	6
> CCOC(=O)c1c(NC(=O)Cn2nnc(-c3ccccc3Cl)n2)sc(C)c1C
    3.8	-2.8	1	-6	4.7	-3	1	-3	-1.5	-4	-9
> CCOc1ccc(NC(=O)CN2CCN(CC(=O)Nc3ccc(OC)cc3)CC2)cc1
    2.0	-0.2	-3	-5	2.6	6	3	-7	-1.2	2	-11
> O=C(NCC1CCCO1)c1ccc(S(=O)(=O)N2CCC(c3nc4ccc(Cl)cc4[nH]3)CC2)cc1 (stereo unspecified)
    1.1	1.2	-5	1	0.1	-14	5	-4	0.1	-2	-14
> CCCn1nnc(NC(=O)c2ccc(-c3cccc(Cl)c3)o2)n1
    2.8	-0.7	-1	4	1.8	-16	-6	·	·	-2	-7
> Cc1cc(NC(=O)Cc2ccccc2)ccc1NC(=O)c1cccs1
    4.4	-2.5	-2	3	2.7	-16	6	55	-0.3	-2	-5
> COc1ccc(-c2nc3ccccc3nc2-c2ccccc2)cc1
    2.7	1.8	1	3	0.5	-14	0	-10	-4.1	-6	4
> c1ccc(Nc2nc(-c3ccncc3)nc3ccccc23)cc1
    2.6	-1.0	-17	4	1.5	-4	-2	·	0.4	0	-12
> c1ccc(-c2nnnn2-c2ccccn2)cc1
    1.9	·	6	-16	·	-16	4	·	0.5	-2	-4
> COc1ccc2c(CCNC(=O)/C=C/c3ccc(OC)c(OC)c3)c[nH]c2c1
    -2.6	-1.2	-1	6	-0.1	-19	5	2	1.7	2	1
> COc1ccc(Cc2nnc(SCC(=O)Nc3ccc(C)c(C)c3)o2)cc1OC
    1.5	0.5	-3	6	5.9	17	-6	-3	-0.3	0	-8
> Cc1ccc(C2=C(O)C(=O)C(c3ccc(C)cc3)=C(O)C2=O)cc1
    4.8	·	0	0	·	4	-1	·	0.5	60*	0
> CCOc1ccc2oc(C(=O)OCC(=O)NCc3ccc(OC)cc3)c(C)c2c1
    3.5	-2.4	-10	0	0.9	-16	9	-5	-0.4	-4	-3
> CCC1CCCCN1CCCNC(=O)CN1C(=O)COc2ccc(S(=O)(=O)N3CCC(C)CC3)cc21 (stereo unspecified)
    2.3	-2.9	3	-8	0.3	-6	2	-3	-1.5	1	-7
> Cc1ccc(C(=O)OCC2OC3OC(C)(C)OC3C2O)cc1 (stereo unspecified)
    4.2	-3.1	-10	-7	-2.0	3	-1	18	-0.5	-2	2

# Compound activity as filed in PubChem.
